HADH2 inh: HADH2 (human) dehydrogenase inhibition; Q99714; Potency, µM (highest dose often 57.1 µM), for the others: at the highest dose activity change, negative = inhibition, hits mostly inhibitors; AID 886; recombinant HADH2, NADH fluorescence, beta-hydroxybutyryl-CoA; 3.4% of 73,000 active; further: potency means the concentration at half of the fitted maximal effect; on the % scale 0 is the no-effect control and ±100 the full control effect; nearly all actives have a fitted effect of over 60% in size; many of its hits are not listed in these tables
Target sequence (Q99714 whole entry, looked up, one chain of several): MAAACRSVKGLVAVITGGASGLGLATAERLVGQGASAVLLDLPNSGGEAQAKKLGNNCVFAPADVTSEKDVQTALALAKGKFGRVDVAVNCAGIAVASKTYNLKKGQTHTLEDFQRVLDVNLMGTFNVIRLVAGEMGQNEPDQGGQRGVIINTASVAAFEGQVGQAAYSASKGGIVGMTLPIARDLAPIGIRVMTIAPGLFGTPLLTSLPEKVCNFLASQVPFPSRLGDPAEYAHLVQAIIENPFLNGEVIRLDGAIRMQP
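Read-out: 360 nm excitation, 450 nm emission, kinetic over 4 min. Conditions: His-tagged human HADH2 20 nM, pH 9.0 Tris with Tween-20, 1 mM NAD+, 90 uM beta-hydroxybutyryl-CoA.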
ERK AVP block: vasopressin-driven ERK pathway inhibition; HEK293-V1b, vasopressin-stimulated pERK AlphaScreen; Potency, µM (series often up to 57.5 µM), for inactives: top-dose activity, negative = inhibition, hits mostly inhibitors; 0.99% of 72,000 active; further: potency means the concentration at half of the fitted maximal effect; on the % scale 0 is the no-effect control and ±100 the full control effect; nearly all actives have a fitted effect of over 55% in size
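Phosphorylated ERK1/2 detected via AlphaScreen bead proximity in lysates of V1b-expressing HEK293 cells given 25 nM vasopressin for 5 min after 30 min compound exposure (37 °C). AC50 from Hill equation; basal DMSO 0%, vasopressin 100%.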
Hsp90 Hop PPI: changes Hsp90-Hop TPR2A binding signal, up or down; AlphaScreen TPR2A-His6 binding biotin-Hsp90 C-terminal peptide; Potency, µM (top dose mostly 57 µM), for the others: at the top dose activity change, negative = inhibition; AID 595; 0.44% of 71,000 active; active means well fitted curve in either direction with a large enough effect; inconclusive means small, poorly fitted or top-dose-only effect, or another doubt; further: potency means the concentration at half of the fitted maximal effect; on the % scale 0 is the no-effect control and ±100 the full control effect; many of its hits are not listed in these tables
Rhodamine autofl: rhodamine region autofluorescence; Rhodamine-region fluorescence, 547/598 nm, Tris buffer; hits give high values; max dye-equivalent concentration, M; 0.05% of 59,000 active; AID 594; in the data active means max dye-equivalent concentration above about 11 nM; inconclusive means between about 1.1 nM and that limit
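A six-point rhodamine series on each plate calibrates the signal. Compounds sit in 100 mM Tris (pH 8.0) for 15 min at ambient temperature before imaging through 547 nm/598 nm filters.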
15-hLO inh: blocks human 15-lipoxygenase activity; P16050; purified 15hLO-1, xylenol orange hydroperoxide absorbance; Potency, µM (highest dose often 57.1 µM), inactives show at the top dose activity change, negative = inhibition, most hits filed as inhibitors; 1.4% of 74,000 active; AID 887; further: potency means the concentration at half of the fitted maximal effect; on the % scale 0 is the no-effect control and ±100 the full control effect; nearly all actives have a fitted effect of over 55% in size
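Purified human 15hLO-1 (40 nM) in 25 mM Hepes pH 7.5, 0.01% Triton X-100, preincubated 15 min RT with compound, then 50 uM arachidonic acid for 6 min. Hydroperoxide read by ferrous/xylenol orange, 30 min; 573/405 nm absorbance ratio gave progress.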
CRE Fsk mod: CRE-bla signaling modulation under forskolin stimulation. CHO CRE-bla reporter (cAMP response element driving beta-lactamase), forskolin EC10, beta-lactamase ratio. Potency, µM (titrated, usually from 38.2 µM), for the others: at the highest dose activity change, negative = inhibition, usual class: activators. 2.5% of 71,000 active. AID 662; active means well fitted activation curve with a large enough effect in the signal ratio, with a control signal flat, not every such curve was filed as active; inconclusive means small, poorly fitted or top-dose-only effect, or effect the other way, or a change in a side signal; the % refers to the signal ratio; further: potency means the concentration at half of the fitted maximal effect; % of control where 0% means no effect
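Beta-lactamase reporter under a cAMP responsive element in CHO cells; compounds tested in titration series against EC10 NKH 477, 3 h at 37 °C. Read-out: CCF4 FRET ratio 460nm/530nm (excitation 405nm) giving %Activity, fitted to AC50.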
Tau fil binding: tau filament binding | P10636 | Potency, µM (titrated, usually from 57.1 µM), without a hit: at the top dose activity change, negative = inhibition | 2% of 71,000 active | recombinant tau filaments, thioflavin S fluorescence, 15 h; filaments grown with octadecylsulfate alongside compound;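 further: potency means the concentration at half of the fitted maximal effect; on the % scale 0 is the no-effect control and ±100 the full control effect; actives lower thioflavin S fluorescence by blocking filaments or displacing dye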
Target sequence (P10636 whole entry, looked up): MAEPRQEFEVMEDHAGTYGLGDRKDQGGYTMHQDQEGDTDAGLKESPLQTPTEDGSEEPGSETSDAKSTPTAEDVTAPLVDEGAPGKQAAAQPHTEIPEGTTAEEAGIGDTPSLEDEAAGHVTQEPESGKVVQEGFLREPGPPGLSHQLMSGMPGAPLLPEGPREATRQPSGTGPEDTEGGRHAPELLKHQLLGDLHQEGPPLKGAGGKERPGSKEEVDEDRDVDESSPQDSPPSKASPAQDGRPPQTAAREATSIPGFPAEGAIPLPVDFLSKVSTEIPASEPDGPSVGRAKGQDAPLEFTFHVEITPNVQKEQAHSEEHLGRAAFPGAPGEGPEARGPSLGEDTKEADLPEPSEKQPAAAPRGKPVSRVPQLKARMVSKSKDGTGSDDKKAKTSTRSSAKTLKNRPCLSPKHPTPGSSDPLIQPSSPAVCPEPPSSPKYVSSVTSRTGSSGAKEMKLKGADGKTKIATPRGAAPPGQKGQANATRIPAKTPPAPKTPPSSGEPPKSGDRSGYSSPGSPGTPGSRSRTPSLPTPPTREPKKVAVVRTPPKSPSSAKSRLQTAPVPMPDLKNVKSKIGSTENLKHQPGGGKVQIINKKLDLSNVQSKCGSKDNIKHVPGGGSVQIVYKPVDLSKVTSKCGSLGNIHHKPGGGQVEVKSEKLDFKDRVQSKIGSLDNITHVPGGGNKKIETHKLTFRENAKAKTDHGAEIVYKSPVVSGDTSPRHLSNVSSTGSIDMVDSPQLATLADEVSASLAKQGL
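Tau 2 uM in ThS buffer dispensed; compound added; 60 uM ODS added (finals 1 uM tau, 30 uM ODS); 15 h 37 C; fluor ex450/em510.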
HBB splice mod: modulators of hemoglobin beta chain splicing; Potency, µM (highest dose often 46.1 µM), for inactives: top-dose activation, actives largely listed as activators; 0.06% of 65,000 active; HBB splicing reporter cell assay, activation; EGFP reporter with mutant IVS2-654 intron; response scale: normalised to 500 nM splice-correcting PNA; AID 925; further: potency means the concentration at half of the fitted maximal effect; 0% is about no effect
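Compounds were applied for 2 days to HeLa EGFP-654 cells, 500/well in Optimem with 2% FCS. The reporter's EGFP is disrupted by mis-splicing of beta-globin intron IVS2-654. Readout: summed well GFP fluorescence from 488 nm laser scanning; reference was 500 nM antisense […] 654 PNA.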
FLuc inh: firefly luciferase inhibition; P08659; purified firefly luciferase, luminescence, 8 min; Potency, µM (top dose mostly 57.1 µM), for the others: at the highest dose activity change, negative = inhibition, usual class: inhibitors; 2.2% of 72,000 active; further: potency means the concentration at half of the fitted maximal effect; on the % scale 0 is the no-effect control and ±100 the full control effect; nearly all actives have a fitted effect of over 40% in size
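qHTS concentration-response profiling: light output of P. pyralis luciferase with luciferin and 10 uM ATP, imidazole buffer pH 7.2. Read by luminescence after 8-min room-temperature incubation.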
Texas Red fluor: compounds fluorescent in Texas Red spectral region. max dye-equivalent concentration, M. 0.06% of 59,000 active. Compound fluorescence, Texas Red channel, 547/618 nm; hits give high values; in the data active means max dye-equivalent concentration above about 10 nM; inconclusive means between about 1.1 nM and that limit
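Fluorescence at ex 547/em 618 nm, normalized against an on-plate Texas Red standard series to give dye-equivalent concentration per compound concentration. Buffer 100 mM Tris, pH 8.0; 15 min RT incubation before CCD imaging.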
Pol III holo inh: blocks replication by bacterial DNA polymerase III holoenzyme; AID 603; Potency, µM (highest dose often 57.1 µM), for the others: top-dose activity change, negative = inhibition; 0.25% of 71,000 active; reconstituted DNA polymerase III holoenzyme replication, biochemical; further: potency means the concentration at half of the fitted maximal effect; on the % scale 0 is the no-effect control and ±100 the full control effect
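Reconstituted *E. coli* holoenzyme (0.35 nM Pol III, 1 nM beta, 154 nM SSB, 2 nM primase) was preincubated with compound for 15 min at RT. Synthesis on 1.4 nM ssM13Gori ran 35 min, then was stopped with PicoGreen/EDTA and read as dsDNA fluorescence.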
* = called active by the depositor; i = inactive; ? = inconclusive; / = no result given; [ ] = dose if it differs, or a comment. Unless noted, the call rests on the fitted dose curve; in most records, active means well fitted curve in the direction sought with a large enough effect; inconclusive means small, poorly fitted or top-dose-only effect, or another doubt; inactive means no such curve, though single readings can be large; an effect the other way counts as inactive or inconclusive. Not all compounds are listed (hit frequency here may not be typical).

SMILES	HADH2 inh	ERK AVP block	Hsp90 Hop PPI	Rhodamine autofl	15-hLO inh	CRE Fsk mod	Tau fil binding	HBB splice mod	FLuc inh	Texas Red fluor	Pol III holo inh
O=C(O)c1ccc(S(=O)(=O)N(Cl)Cl)cc1	-8.6%	4.8%	-6.2%	/	-14.3%	-9.2%	5.5%	-1.4%	/	/	1.3%
COc1ccccc1-c1nc2s/c(=C\c3cccs3)c(=O)n2n1	-11.2%	-1.4%	-3.3%	i	-0.4%	?	-22.4%	-3.0%[0.369 µM]	?	i	2.5%
CN(C)C(=O)c1ccc(-c2ccc3ncnc(NCc4cccnc4)c3c2)cc1	?	?	-2.4%	i	0.6%	?	-5.9%	0.4%	-0.7%[2.29 µM]	i	-6.9%
CC(C)C(=O)Nc1c2c(nc3c1CCC3)CCCC2	8.4%	-4.6%	1.3%	i	7.5%	2.0%	-3.7%	-2.1%[57.5 µM]	2.2%	i	5.9%
COCCOC(=O)C1=C(C)NC(=O)NC1C1CC=CCC1 (stereo not given)	9.4%[11.4 µM]	-16.9%	-5.4%[11 µM]	/	20.3%[11.4 µM]	-5.4%[7.6 µM]	0.7%[11.4 µM]	-3.3%[0.0738 µM]	0.8%	/	-0.5%[11.4 µM]
O=C(CCN1C(=O)COc2ccccc21)NCCN1CCOCC1	13.7%	-13.5%	0.2%	i	5.0%	-7.8%	12.7%	-0.1%[57.5 µM]	0.0%	i	-6.1%
O=C(Nc1nonc1NC(=O)C1CCCCC1)C1CCCCC1	-7.4%	-21.4%	-6.4%	i	-8.8%	?	-9.6%	1.1%	0.8%	?	2.0%
CCN1CCN(c2ccc(NC(=O)COc3ccccc3Cl)cc2)CC1	7.1%	-26.1%	-3.4%	i	-13.7%	6.7%	-18.3%	/	-3.6%	?	-1.9%
Cc1cnc(-c2nnc(N(C)C(=O)c3ccncc3)s2)cn1	0.3%	12.4%	-3.6%	i	8.4%	-1.0%	-12.4%	/	1.4%	?	-4.0%
COC(=O)c1ccc(C(NC(=O)OCc2ccccc2)/C(=C/[C@@H](C)C(=O)NCc2ccc(OC)c(O)c2)c2cccnc2)cc1 (stereo not given in full)	-4.4%	16.9%	-23.5%	/	-7.6%	-11.5%	-11.4%	-0.2%	/	/	-0.9%
CC(C)NC(=O)C1(O)c2ccccc2NC(=O)N1c1ccc(Cl)c(Cl)c1 (stereo not given)	11.1%	-6.5%	-6.2%	i	-0.7%	-4.3%	-2.3%	-2.0%	0.5%	i	-3.6%
O=C1C=C(NC2CC2)C2(CCCCC2)O1	-6.3%	-14.3%	-2.7%	/	-0.7%	2.5%	11.2%	-0.1%	2.4%	/	-0.2%
COc1cccc(N(CC(=O)Nc2ccccc2C)S(C)(=O)=O)c1	1.7%	7.0%	-0.4%	i	0.8%	-8.6%	-2.1%	/	4.2%	?	-3.8%
COc1ccc(C)cc1N(CC(=O)O)S(=O)(=O)c1ccc(C)cc1	3.2%	5.7%	3.8%	i	12.5%	-4.7%	-1.4%	-1.2%	2.3%	?	-5.1%
CN(C)c1ccc(C(CC(=O)O)NC(=O)c2ccc(Cl)cc2)cc1 (stereo not given)	-5.4%	3.6%	8.5%	i	?	2.3%	-5.0%	/	-0.9%	i	-3.7%
CCSc1nc2c(c(=O)[nH]c(=O)n2C)n1C	9.1%	12.0%	-0.4%	i	-15.2%	?	-10.6%	/	2.5%	i	-4.5%
COc1ccc(-c2nc3cnc(OC)nc3n(C)c2=O)cc1	-0.2%	3.8%	-1.6%	i	2.4%	?	i	-0.4%	0.4%[11.4 µM]	i	-2.4%
COc1ccc2oc(=O)c(-c3nnc(NCc4ccco4)s3)cc2c1	9.3%	18.9%	6.3%	i	0.2%	?	28.6%	2.4%	-1.0%	i	-7.2%
OCl	3.1%	19.6%	?	/	2.3%	-7.6%	6.3%	-0.3%	/	/	1.7%
CS(=O)(=O)N(CC(=O)N1CCN(c2ccccc2)CC1)c1cc(C(F)(F)F)ccc1Cl	17.3%[11.4 µM]	-15.9%	-6.8%[11 µM]	/	-6.5%[11.4 µM]	?	-2.1%[11.4 µM]	-3.6%[0.0738 µM]	1.9%	/	-6.6%[11.4 µM]
CCCOC(=O)Nc1ccc(N2CCCCC2)cc1	-11.8%	-18.6%	-9.7%	i	-6.5%	5.8%	-10.3%	/	12.6µM*	i	-5.0%
CCOc1cccc(-c2nnc3sc(-c4cc(OC)c(OC)cc4OC)nn23)c1	5.1%	-10.6%	-3.3%	i	6.9%	1.8%	0.3%	4.8%[0.369 µM]	1.5%	i	0.2%
Clc1cccc(N2CCN(Cc3nc(-c4ccccc4)no3)CC2)c1	-2.6%	-8.1%	-1.2%[2.3 µM]	/	9.3%	?	-17.6%	-0.8%	3.3%	/	-0.3%
O=C(CSc1nc(-c2ccco2)cc(C(F)(F)F)n1)N1CCSCC1	4.9%	-3.0%	-2.4%	i	-1.1%	11.4%	-8.4%	-3.3%	0.1%	?	-5.6%
Cc1ccccc1OCc1nc2c3cnn(C)c3ncn2n1	0.2%	-11.1%	0.4%	i	3.7%	9.4%	15.5%	5.6%	-7.2%	i	0.4%
CC(C)(C)n1ncc2c(=O)n(CC(=O)N3CCN(c4ccccc4)CC3)cnc21	3.0%	-20.9%	6.4%	i	-3.4%	?	-1.5%	2.1%	3.1%	i	-3.8%
CCn1c(SCC(=O)Nc2cccc(F)c2)nnc1-c1cc2cc(Br)ccc2o1	?	-4.2%	1.3%	i	-18.1%	0.7%	293.6%	-0.6%	-6.2%	?	-3.2%
COC(=O)c1cccc(NS(=O)(=O)c2cccs2)c1C	4.2%	-9.6%	-0.1%	i	0.5%	0.2%	-6.6%	3.1%	1.5%	i	-4.8%
CCC(C(=O)N1CC2(C)CC1CC(C)(C)C2)N1C(=O)c2ccccc2C1=O (stereo not given)	2.1%	-17.3%	-8.1%	/	-2.8%	2.7%	?	-0.9%	1.6%	/	-1.4%
COc1cccc(Nc2ncc3nc(C)c(=O)n(C)c3n2)c1	-0.1%	-6.6%	-22.4%	i	25.8%	?	12.6µM*	1.6%	-13.7%[11.4 µM]	i	-5.8%
NC(=O)c1ccsc1NC(=O)COC(=O)c1ccccc1NCc1ccco1	?	4.6%	5.4%	i	-24.2%	-2.6%	-7.0%	-0.4%[57.5 µM]	?	?	-2.7%
COC(=O)CCP(=O)(O)Cc1ccccc1CP(=O)(O)CCC(=O)OC	4.1%	-8.1%	-1.1%	i	-1.1%	?	8.3%	-0.6%	-0.6%	i	0.2%
O=C(Nc1ccc(S(=O)(=O)N2CCCC2)cc1)C1COc2ccccc2O1 (stereo not given)	1.8%	-29.6%	0.3%	/	-9.0%	-3.6%	4.6%	-0.6%	-5.3%	/	-8.8%
COc1cccc(-c2nn(-c3ccccc3)cc2C(=O)Nc2nccs2)c1	-15.6%	-12.6%	1.9%	i	-15.5%	1.5%	37.8%	-0.4%	-9.3%	i	-1.2%
COc1ccccc1C(=O)Nc1c2c(nn1-c1cccc(C)c1C)CS(=O)(=O)C2	55.6%[activator]	-17.2%	-6.9%	i	-10.3%	1.58µM*	5.5%	-4.9%[0.369 µM]	2.1%	?	0.8%
Cc1ccc(NC(=O)N2CCCN(Cc3ccc(F)cc3)C2)cc1C	1.1%	11.9%	-3.1%	i	-7.0%	?	?	1.6%	0.9%	i	-2.4%

Just Pol III holo inh, CRE Fsk mod and FLuc inh (2 entries from above):
canonical_smiles | Pol III holo inh | CRE Fsk mod | FLuc inh
Cc1ccccc1OCc1nc2c3cnn(C)c3ncn2n1 | 0.4% | 9.4% | -7.2%
CC(C)(C)n1ncc2c(=O)n(CC(=O)N3CCN(c4ccccc4)CC3)cnc21 | -3.8% | ? | 3.1%

Other compounds follow:
SMILES	HADH2 inh	ERK AVP block	Hsp90 Hop PPI	Rhodamine autofl	15-hLO inh	CRE Fsk mod	Tau fil binding	HBB splice mod	FLuc inh	Texas Red fluor	Pol III holo inh
Cc1cc(C(=O)N2CCN(c3ncccn3)CC2)c(C)o1	-9.5%	-15.8%	-1.1%	i	9.0%	-0.8%	7.7%	-1.9%	-1.3%	i	-4.6%
CC(C)NS(=O)(=O)c1ccc2c(c1)oc(=O)n2C	-4.1%	/	-2.2%	/	-3.9%	-5.3%	-7.8%	0.0%	2.4%	/	-2.9%
Cc1cnc(NC(=O)c2c(O)c3cccc4c3n(c2=O)CCC4)s1	8.8%	2.6%	-1.3%	i	0.7%	-8.7%	4.1%	/	-2.0%	i	-1.4%
O=c1sc2ccccc2n1COc1ccccc1	-1.1%	114.7%[activator]	?	/	-5.1%	-2.4%	-5.4%	-1.1%	-0.1%	/	4.3%

Assay outcomes as filed in PubChem.
